sdo1 growth – compounds rescuing growth of sdo1-depleted yeast, bone marrow failure model. S. cerevisiae sdo1-depleted JHY4D growth rescue, OD600 30 h; hits give high values; pdr5 snq2 efflux-pump mutant strain. z-score at 10 µM. 0.21% of 140,000 active;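 active means z-score above 3 at both the 24 hr and the 30 hr optical density reads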;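 further: z-score against mean and SD of all compound wells on the same plate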
Insulin prom inh – TRM-6 insulin promoter activity inhibition; TRM-6 cells (human fetal islet line), insulin promoter-eGFP reporter, imaging; reporter expression induced with tamoxifen; inhibition, % at 2 µM; 0.9% of 130,000 active;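 active means inhibition above the mean plus 3 SD, with well images judged a real hit on visual review, cut at about 60% in these data, passing the limit was not always enough; inconclusive means inhibition over the cutoff but images rejected on review; inactive means inhibition not above the cutoff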
sdo1 growth Rescue 24 h – also measured in sdo1 growth; calls as there; z-score; S. cerevisiae sdo1-depleted JHY4D growth rescue, OD600; measured here: growth rescue at 24 h;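 0 is the plate mean of compound wells and units are plate SD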
* hit, by the source's call; ? = inconclusive; . = not tested or not shown.

| sdo1 growth | sdo1 growth Rescue 24 h | Insulin prom inh | smiles |
| --- | --- | --- | --- |
| 1.6 | 1.6 | . | O=C(CSc1nnc(-c2ccccc2Br)o1)N1CCN(C(=O)c2ccco2)CC1 |
| 0.55 | 0.47 | . | CCCc1cc(=O)[nH]c(SCC(=O)N(C)CC(=O)Nc2ccc(C)cc2)n1 |
| -1.1 | -1.3 | . | Cc1ccc(CNC(=O)C2CCN(S(=O)(=O)c3c(C)noc3/C=C/c3ccco3)CC2)cc1 |
| 0.13 | 0.42 | 64 | COc1cccc(C2C(C#N)=C(N)Oc3cc(C)n(Cc4ccco4)c(=O)c32)c1 (stereo not given) |
| -0.56 | -0.51 | . | Cn1c(=NC(=O)c2ccc(S(=O)(=O)N3CCCc4ccccc43)cc2)sc2cc(S(C)(=O)=O)ccc21 |
| . | . | 18 | O=C(CSc1ccccc1)Nc1nccs1 |
| 0.36 | -0.58 | 0 | Cc1oc(-c2ccccc2F)nc1CS(=O)(=O)CC(=O)NC1CCCC1 |
| -0.48 | -0.72 | . | Brc1ccc(-c2noc(CCc3ccccc3)n2)o1 |
| -0.65 | -1.4 | -264 | CC1(C)O[C@H]2OC([C@H](O)CON3C(=O)c4ccccc4C3=O)[C@H](O)[C@H]2O1 (stereo not given in full) |
| -0.58 | -0.58 | -55 | COc1ccc(NC(=O)c2cc(Br)ccc2Cl)c(OC)c1 |
| 0.17 | 2.2 | -64 | Cc1cc(Br)ccc1NCc1ccccn1 |
| -1.5 | -1.5 | 33 | N/C(=N\OC(=O)Cc1cccs1)c1ccc(Br)cc1 |
| -0.24 | -0.58 | -3 | CCOc1ccc(NC(=O)CN2CCN(CC(=O)c3ccc(OCC)cc3)CC2)cc1 |
| 0.2 | 2.3 | -63 | Cc1cc(C)n(-c2nc(-c3ccc(Cl)c(Cl)c3)cs2)n1 |
| -0.08 | 1.2 | -57 | CCCCOc1ccc(C(C)NC(=O)CCS(=O)(=O)Cc2ccccc2Cl)cc1 (stereo not given) |
| -0.58 | -0.64 | 3 | CCCCn1c(SCC(=O)NCc2ccco2)nc2ccc(N3CCOCC3)cc2c1=O |
| 0.36 | -0.11 | . | COc1ccc(/C=C/C(=O)c2ccc3c4c(cccc24)CC3)cc1 |
| . | . | -8 | Cc1cccc(N2NC(=O)/C(=C/c3ccc(-c4ccc(Cl)c(C(=O)O)c4)o3)C2=O)c1 |
| 1.6 | 1.4 | -3 | CC1(c2ccccc2)NC(=O)N(CC(=O)Nc2ccc3c(c2)OCO3)C1=O (stereo not given) |
| 0.58 | 0.53 | -31 | CC(C)(C)NC(=O)Cc1ccc(S(=O)(=O)N2CCCC2)s1 |
| -0.67 | -0.28 | . | CCOc1ccc(-c2nc(-c3ccc(OC)cc3)no2)cc1OCC |
| 1 | 0.35 | -7 | CCC(=O)N1c2ccc(S(=O)(=O)CCC(=O)NCc3cccs3)cc2CC1C (stereo not given) |
| 0.45 | 0.66 | -92 | CN(C)C(=O)CCc1nc(-c2ccc(C(C)(C)C)cc2)no1 |
| . | . | 33 | CC(C)(C)c1ccc(C(=O)Nc2ccc(NC(=O)C(=O)O)cc2)o1 |
| -1.6 | -0.27 | . | COc1cc(NC(=O)CSc2ncccc2C(=O)OC(C)C)cc(OC)c1 |
| 0.53 | -0.03 | 0 | Cc1ccc(S(=O)(=O)Nc2ccc(-c3nnc(SCC#N)n3C)cc2)cc1 |
| -0.53 | -0.62 | -129 | Cc1ccc(S(=O)(=O)/N=C(\CCl)N2CCOCC2)cc1 |
| 0.9 | 1.7 | ? | CCN(CC)C(=O)CSc1nc(-c2ccc(C)cc2)nc2c1COC(C)(C)C2 |
| . | . | -86 | CN1CCN(c2ccc(NS(=O)(=O)c3ccc(Cl)cc3)cn2)CC1 |
| -0.21 | -0.11 | 17 | Cc1nnc(SCC(=O)NC2CCCCC2)n(N)c1=O |
| -0.65 | -0.47 | 12 | CC1CCCCN1CC(=O)Nc1ccccc1Sc1ccccc1 (stereo not given) |
| 0.15 | 0.12 | . | COc1ccc(C(=O)CSc2ccc(-c3ccccc3)nn2)cc1 |
| -1.4 | -1.1 | . | COC(=O)c1ccccc1NC(=O)Cn1cnc2cc(C)c(C)cc21 |
| 1 | 0.96 | 21 | Cc1ccc(C2=[N+]([O-])C(C)N(O)C2(C)C)o1 (stereo not given) |
| 0.89 | -0.02 | -2 | COc1cc(C(=O)NCc2ccco2)cc(OC)c1OC |
| 0.85 | 2.2 | 0 | CCCC1Cc2c(sc3nc(SC)nc(N)c23)CO1 (stereo not given) |
| -2.4 | -1.9 | . | CCCOc1ccc(C(=O)NNC(=S)NC(C)=O)cc1 |
| 0.13 | -0.37 | -7 | CCn1c(-c2ccoc2C)n[nH]c1=S |
| 0.84 | 1 | . | CC1S/C(=C(\C#N)C(N)=O)N(c2ccc(F)cc2)C1=O (stereo not given) |
| 0.18 | -0.74 | 18 | CC1(C)CC(=O)C(C=NCCc2ccc(S(N)(=O)=O)cc2)=C(O)C1 |
| 1.2 | 1.4 | 8 | Cc1ccc(SC(=O)COc2ccc(C)c(C)c2)cc1 |
| 0.17 | 0.14 | . | CSc1ccc(/C=C(\C#N)C(=O)Nc2cccc(C)c2)cc1 |
| -0.29 | -0.16 | . | CC(=O)c1cc2c(cc1NC(=O)CCc1ccccc1)OCO2 |
| -0.55 | -1 | -3 | C/C(=N\NC(=O)c1ccc(CN2CCOCC2)cc1)c1ccc([N+](=O)[O-])cc1 |
| . | . | -8 | CC(=O)Nc1ccc(S(=O)(=O)N(C)c2ccc(OCC(=O)OCC(=O)N3CCCCC3)cc2)cc1 |
| 1.1 | 0.6 | -6 | COc1ccc(N2C(=O)[C@@H]3[C@H](C2=O)[C@H]2c4ccccc4C=CN2[C@@H]3C(=O)Nc2ccccc2)cc1 |
| 0.4 | 1.8 | . | COc1ccc(C2c3sc(=O)[nH]c3SC3C(=O)N(c4ccccc4)C(=O)C32)cc1 (stereo not given) |
| . | . | -73 | COc1ccc(N2C(=O)C(CN3CCCCC3)C2c2ccccc2)cc1 (stereo not given) |
| 1.1 | 0.97 | 9 | O=c1c([N+](=O)[O-])c(NCCN2CCCCCC2)c2ccccc2n1-c1ccccc1 |
| -0.92 | 0.06 | . | CCOC(=O)c1sc2nc(C3CC3)cc(-c3ccc(F)cc3)c2c1N |
| -0.23 | -0.07 | -30 | CC1(C)Cc2c(c(N3CCOCC3)nc3sc4c(NN)ncnc4c23)CS1 |
| . | . | 0 | Cc1ccc(NC(=O)Cn2nc(-c3ccccc3Cl)ccc2=O)c(Br)c1 |
| . | . | 33 | COC(OC)c1ccnc(-c2ccc(OC(C)=O)cc2)n1 |
| . | . | 33 | Cc1cc(C(=O)CCl)c(C)n1CCc1ccccc1 |
| 0.38 | 0.08 | 10 | COC(=O)c1cc(OC)c(OC)cc1NC(=O)c1cnccn1 |
| -1.2 | -1.6 | -7 | Cc1ccccc1-n1c(C)nnc1SCc1cc(=O)oc2ccc3ccccc3c12 |
| . | . | 47 | Cc1cc(C)nc(NC(=S)Nc2cccc(Cl)c2Cl)c1 |
| -0.15 | -0.56 | 5 | COc1ccc(S(=O)(=O)N(C)c2ccc(C(=O)N3CCC(C(N)=O)CC3)cc2)cc1 |
| -0.58 | -0.83 | -20 | O=C(CSc1nnc2c(n1)[nH]c1ccccc12)Nc1ccc2c(c1)OCO2 |
| 0.22 | 0.63 | . | COC(=O)c1ccc(CSc2nc3ccc(C)cc3[nH]2)o1 |

(listing goes on)
| sdo1 growth | sdo1 growth Rescue 24 h | Insulin prom inh | smiles |
| --- | --- | --- | --- |
| -0.25 | -0.46 | -64 | CN1CCN(c2ccc(Cl)cc2NS(=O)(=O)c2ccccc2Cl)CC1 |
| . | . | 20 | Cc1ccc(NC(=O)CSc2n[nH]c(-c3ccco3)n2)c(C)c1 |
| . | . | -14 | Cc1ccccc1NC(=O)COC(=O)C1(C)CC1(Cl)Cl (stereo not given) |
| 0.75 | 0.63 | . | COC(=O)Cc1ccc(NC(=S)NCc2ccc(F)cc2)cc1 |
| -1.4 | -0.92 | -29 | Cc1cc(-c2csc(NC(=O)c3ccc(=O)n(C)n3)n2)c(C)n1CC1CCCO1 (stereo not given) |
| 0.19 | -0.32 | 34 | Cc1cn(Cc2ccccc2)c(=O)[nH]c1=O |
| . | . | 36 | CC1(C)OCC(COC(=O)Nc2cccnc2)([N+](=O)[O-])CO1 |
| -0.44 | -0.68 | 3 | Nc1ccc(Cl)c(-c2nc3ncccc3o2)c1 |
| -0.2 | -0.86 | . | Cc1nn(-c2ccccc2)c(Cl)c1/C=N\NC(=O)c1cncc(Br)c1 |
| 0.2 | -0.13 | ? | O=C(CSc1nnc(-c2ccco2)n1-c1ccccc1)N1CCN(C(=O)c2ccco2)CC1 |
| 0.98 | 0.08 | -182 | CCc1c(C)nc(N)n2c(SCC(=O)N3CCCC(C)C3)nnc12 (stereo not given) |
| 1.5 | 1.1 | -17 | COC(=O)c1[nH]c(C)c(/C(O)=C2\C(=O)C(=O)N(CCN(C)C)C2c2cccs2)c1C (stereo not given) |
| . | . | -8 | CCOC(=O)Cn1c(=O)c(-c2ccccc2NCc2ccccc2)nc2ccccc21 |
| 0.2 | -1 | 24 | O=C(Nc1cccs1)Nc1c(F)cc(F)cc1Br |
| 1.8 | 1.9 | 30 | CCN1C(=O)c2ccccc2Sc2ccc(C(=O)NCCN3CCOCC3)cc21 |
| . | . | 7 | O=C(c1cc(S(=O)(=O)N2CCCCC2)ccc1N1CCOCC1)N1CCN(Cc2ccccc2)CC1 |
| -0.72 | -0.59 | -3 | N#CC(=C1CCCC1)c1nc(-c2ccccc2)cs1 |
| -0.27 | -0.97 | 62 | Cc1ccc(-n2ncc(C(=O)N3CCc4ccccc4C3)c2NC(=O)c2ccco2)cc1C |
| . | . | -117 | COc1ccccc1Nc1nc(-c2c(C)nc3ncccn23)cs1 |
| 0.45 | 0.32 | -6 | CC1CC(C)CN(CC(C)(C)NS(=O)(=O)c2ccccc2)C1 (stereo not given) |
| -0.57 | -0.7 | . | CCOc1ccc(N2CC(C(=O)NCCN3C(=O)S/C(=C\c4ccc(OC)cc4)C3=O)CC2=O)cc1 (stereo not given) |
| 0.35 | -0.26 | . | CCc1cccc(C)c1N(C(=O)Cn1c(=O)[nH]c2ccccc21)C(C)COC (stereo not given) |
| . | . | -9 | CCc1c(C)nc(SCC(=O)N2CCN(c3ccccc3OC)CC2)[nH]c1=O |
| 0.17 | 0.84 | -19 | O=C(CN1CCN(CCOCCO)CC1)N1c2ccccc2Sc2ccc(Cl)cc21 |
| -2.3 | -2.2 | 17 | COc1ccc(Cl)cc1C(=O)O/N=C(\N)c1ccc(Cl)cc1 |
| 0.94 | 0.2 | 11 | CCOC(=O)c1ccc(NC(=S)NC2CC(C)(C)NC(C)(C)C2)cc1 |
| . | . | 0 | COc1ccc(OCC(=O)Nc2ccc(N3CCN(C(=O)c4ccccc4C)CC3)cc2)cc1 |
| 0.62 | 1.1 | 0 | Cc1ccc(C(=O)/C=C/c2ccc(Br)cc2)o1 |
| 0.1 | 0.89 | 0 | O=C(O/N=C1\CCCCC1c1ccc([N+](=O)[O-])cc1[N+](=O)[O-])c1c(F)cccc1F (stereo not given) |
| -0.67 | -0.25 | -25 | O=C(NCc1ccco1)c1csc2c1CCCCC2 |
| . | . | -155 | O=C(COC(=O)CCc1ccc(S(=O)(=O)N2CCOCC2)cc1)NCc1ccccc1 |
| -0.63 | -0.91 | 53 | Cc1ccc(CSCCNC(=O)c2ccccc2)cc1 |
| 0.14 | -0.36 | 0 | CC(C)C12CCC(C(=O)O)C(C1)C(=O)O2 (stereo not given) |
| 0.91 | 0.32 | 15 | Cc1ccccc1NC(=S)NC(NC(=O)c1ccccc1C)C(Cl)(Cl)Cl (stereo not given) |
| 0.42 | -0.17 | 45 | COc1ccccc1Oc1coc2c(CN(C)C)c(O)ccc2c1=O |
| -0.18 | -0.49 | . | Cc1nnc(SCc2ccc(C(=O)Nc3cc(Cl)ccc3C)cc2)s1 |
| 1 | 1.1 | -238 | COc1cc(S(=O)(=O)NCC2CCCO2)c(OC)cc1Cl (stereo not given) |
| -0.1 | 0.18 | . | CNC(=O)c1nnc(Cc2ccc(F)cc2)o1 |
| -0.61 | -0.33 | 9 | CSc1ccccc1NC(=S)Nc1cccc(C(F)(F)F)c1 |
| 0.19 | 0.17 | 24 | CC(=O)N(/N=C1\Sc2ccccc2C1=O)c1ccccc1C |
| -1.6 | -1.6 | -8 | CCc1ccc(S(=O)(=O)c2n[nH]n3c2nc(=O)c2ccccc23)cc1 |
| . | . | -29 | O=C(NN1CCCCC1)c1cnn2c(C(F)F)cc(-c3ccccc3)nc12 |
| -0.17 | 0.12 | -29 | Cc1cc(=O)[nH]c(SCC(=O)Nc2ccc(Cl)cn2)n1 |
| 0.79 | 1.4 | -197 | Cc1cc(NCc2ccccc2)nc2ccccc12 |

This is a subset; count on the stated rates, not on these rows.
